# Compound activity deposited in PubChem by National Center for Advancing Translational Sciences (NCATS).
# Pol kappa inh: DNA polymerase kappa (human) inhibition | Q9UBT6 | AID 588579 | 400,000 compounds, 0.53% hits | purified Pol kappa, fluorescent DNA synthesis assay, 10 min | Potency, µM (titrated, usually from 107 µM), without a hit: at the top dose activity, negative = inhibition, actives largely listed as inhibitors; note: potency is the fitted concentration of half-maximal effect; % is set by controls: 0 for no effect and ±100 for the full control effect
#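 Enzyme at 10 nM met test compounds for 15 min at room temperature. Substrate addition (50 nM final) began the reaction, which was monitored by fluorescence at 0 and 10 min.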
# POLB inh: DNA polymerase beta (human) inhibition. P06746. Pol beta primer extension/strand displacement, fluorescence kinetic. Potency, µM (titrated, usually from 114 µM), for the others: at the top dose activity change, negative = inhibition, most hits filed as inhibitors. 340,000 compounds, 1.3% hits; note: potency is the fitted concentration of half-maximal effect; % is set by controls: 0 for no effect and ±100 for the full control effect
#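 Homogeneous kinetic assay of primer extension and strand displacement by 10 nM Pol beta, preincubated 15 min at room temperature with compound before 50 nM substrate (final) was added. Read at 0 and 10 min; four-parameter Hill fit.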
# APE1 inh: blocks human APE1 abasic DNA cleavage | P27695 | AID 2517 | recombinant APE1, TAMRA/BHQ-2 abasic DNA cleavage fluorescence | Potency, µM (highest dose often 65.8 µM), for inactives: at the top dose activity change, negative = inhibition, most hits filed as inhibitors | 350,000 compounds, 0.35% hits;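 note: potency is the fitted concentration of half-maximal effect; plate controls were vehicle for no effect and reference inhibitor for full effect; nearly all actives have a fitted effect of over 55% in size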
#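 Kinetic fluorescence read (525 ex/598 em nm, three reads 60 s apart) of AP-site incision; signal = third minus first read. Enzyme 0.75 nM, dual-labelled THF duplex 50 nM, compound preincubation 15 min RT.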
# POLI inh: DNA polymerase iota (human) inhibition. 390,000 compounds, 1% hits. Q9UNA4. Pol iota fluorescent replication assay, 10 min. Potency, µM (series often up to 115 µM), inactives show top-dose activity, negative = inhibition, most hits filed as inhibitors; note: potency is the fitted concentration of half-maximal effect
#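 Pol iota at 10 nM preincubated 15 min with compounds at room temperature; reaction started with fluorescent substrate, 50 nM final. Fluorescence read kinetically at 0 and 10 min; buffer-only wells as negative control.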
# GRP78 ERSR act: induces the endoplasmic reticulum stress response in human glioma cells; AID 602332; 420,000 compounds, 0.02% hits; Potency, µM, without a hit: at the highest dose activation, usual class: activators; U87-MG GRP78 promoter luciferase reporter, 16 h; note: potency is the fitted concentration of half-maximal effect; series mostly up to about 76 µM; % of control where 0% means no effect; nearly all actives have a fitted effect of over 35% in size
#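 Stably transfected U87-MG glioma cells carrying a GRP78-based luciferase sensor; 16 h compound incubation. Luminescence end-point read 10 min after Bright-Glo addition at room temperature.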
# BLM inh: Bloom syndrome helicase (human) inhibition. P54132. recombinant BLM DNA unwinding, fluorescence dequenching. Potency, µM (top dose mostly 56.1 µM), inactives show at the highest dose activity change, negative = inhibition, usual class: inhibitors. 350,000 compounds, 0.2% hits;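 note: potency is the fitted concentration of half-maximal effect; plate controls were vehicle for no effect and no enzyme for full effect; nearly all actives have a fitted effect of over 35% in size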
# POLH inh: blocks human DNA polymerase eta activity | Potency, µM (titrated, usually from 114 µM), for the others: at the top dose activity change, negative = inhibition, hits mostly inhibitors | AID 588591 | recombinant Pol eta, fluorescent DNA replication assay | 390,000 compounds, 1.2% hits; note: potency is the fitted concentration of half-maximal effect; % is set by controls: 0 for no effect and ±100 for the full control effect
# Target sequence (Q9Y253 whole entry, looked up): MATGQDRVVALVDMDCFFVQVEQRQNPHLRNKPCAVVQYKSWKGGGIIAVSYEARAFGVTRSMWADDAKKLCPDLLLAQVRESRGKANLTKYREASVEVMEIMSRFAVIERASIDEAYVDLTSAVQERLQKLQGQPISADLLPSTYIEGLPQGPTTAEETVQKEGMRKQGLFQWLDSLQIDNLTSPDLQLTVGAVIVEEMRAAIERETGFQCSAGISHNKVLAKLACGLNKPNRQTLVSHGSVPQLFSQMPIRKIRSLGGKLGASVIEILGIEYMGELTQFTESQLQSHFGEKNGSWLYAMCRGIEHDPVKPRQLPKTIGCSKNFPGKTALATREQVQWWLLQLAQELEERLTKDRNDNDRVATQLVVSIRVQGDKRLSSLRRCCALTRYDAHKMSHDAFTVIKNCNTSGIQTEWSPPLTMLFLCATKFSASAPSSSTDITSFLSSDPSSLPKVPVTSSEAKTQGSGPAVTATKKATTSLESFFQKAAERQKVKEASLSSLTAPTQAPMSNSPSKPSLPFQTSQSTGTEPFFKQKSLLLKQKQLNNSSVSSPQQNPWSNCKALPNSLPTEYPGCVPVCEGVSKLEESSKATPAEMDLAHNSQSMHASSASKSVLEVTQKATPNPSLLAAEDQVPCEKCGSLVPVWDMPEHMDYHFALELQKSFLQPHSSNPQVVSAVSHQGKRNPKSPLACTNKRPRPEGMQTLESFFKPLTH
#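 Pol eta (10 nM) was preincubated with compounds for 15 min at room temperature, after which fluorescent replication substrate (50 nM final) was added to start the reaction. Fluorescence was read kinetically at 0 and 10 min.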
# LDHA inh: blocks human lactate dehydrogenase A. P00338. purified LDHA, NADH/diaphorase-resazurin fluorescence; hits give low values. activity change, % (values are at about 110 or 230 µM). 480,000 compounds, 0.15% hits; in the data active = activity change below about -30%; inconclusive = mostly about -25% to -30%;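 note: plate controls were DMSO wells for no effect and wells without enzyme for full effect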
#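 Human LDH5 at 2 nM final in Tris HCl pH 7.4 with 0.06 mM NADH and 0.2 mM pyruvate, reacted 5 minutes at room temperature. Remaining NADH coupled via diaphorase/resazurin; resorufin fluorescence read at 0 and 20 minutes, normalized to enzyme-free and DMSO wells.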
# Apoferritin bind: binds horse apoferritin like a general anesthetic. P02791. apoferritin/1-aminoanthracene competitive binding, fluorescence. Potency, µM (titrated, usually from 77.5 µM), inactives show at the top dose activity change, negative = displacement, hits mostly inhibitors. 350,000 compounds, 0.074% hits; note: potency is the fitted concentration of half-maximal effect; % is set by controls: 0 for no effect and ±100 for the full control effect; nearly all actives have a fitted effect of over 20% in size
# Target sequence (P02791 2-175 limits assumed): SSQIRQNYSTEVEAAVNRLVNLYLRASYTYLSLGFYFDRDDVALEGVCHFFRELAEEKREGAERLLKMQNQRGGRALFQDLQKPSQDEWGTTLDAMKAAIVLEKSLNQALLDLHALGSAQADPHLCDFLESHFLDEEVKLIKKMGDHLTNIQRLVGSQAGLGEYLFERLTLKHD
#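 Horse-spleen apoferritin (10 uM) in 50% saturated 1-aminoanthracene in PBS was incubated 10 min at room temperature with compound. Fluorescence (ex 380, em 535 nm) was normalized to free and bound 1-AMA, with concentration-response fitted by a four-parameter Hill equation.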
# Active calls of the source: *; ? = inconclusive; nt = no result given; & = joins results of further samples; [ ] = another dose, or the depositor's remark. Unless noted, calls come from the whole dose curve; as a rule, active = well fitted curve in the direction sought with a large enough effect; inconclusive = small, poorly fitted or top-dose-only effect, or another doubt; inactive = no such curve, though single readings can be large; an effect the other way counts as inactive or inconclusive. Some of the compounds tested; rates above refer to the full screens.
SMILES,Pol kappa inh,POLB inh,APE1 inh,POLI inh,GRP78 ERSR act,BLM inh,POLH inh,LDHA inh,Apoferritin bind
COc1ccc(-c2cc(C(F)(F)F)n3nc(C(=O)NCCCN4CCOCC4)cc3n2)cc1,0%,-9%,2%,128%[activator],2%,-2%,-18%,-3,-5%
COc1cc(OC)cc(C(=O)Nc2cc3c(cc2N2CCCCC2)n(C)c(=O)n3C)c1,-9%,12%,nt,-14%,-4%,-4%,-3%,2,-4%
Cc1c(Cl)cc(C(C)C)c(O)c1CN1CCOCC1,-18%,nt,nt,-9%,-3%,nt,-20%,8,nt
Cc1cc(Br)ccc1OCCCCNCCO,-6%,0%,-2%,24%,0%,4%,-16%,-3,-11%
COc1ccc(-c2nc3cnc(N(C)C)nc3n(Cc3cccs3)c2=O)cc1,1%[60.1 µM],nt,-1%,nt,2%,3%,nt,nt,nt
O=C(CSc1cn(Cc2ccccc2)c2ccccc12)Nc1nccs1,-4%,18%,20%,5%,5%,-7%,-28%,0,-12%
CCc1ccccc1NC(=O)CN1CCCN(Cc2cc(C)ccc2C)S1(=O)=O,-3%,-7%,nt,29%,-4%,-8%,-19%,-6,4%
COc1cc(SC#N)ccc1N=Cc1c(C)[nH]n(-c2ccc(Cl)cc2)c1=O,-3%,16%,1%,5%,-5%,-6%,-19%,-4,-11%
Cc1nn(Cc2cccc(C(=O)N3CCCC(C)C3)c2)c(C)c1[N+](=O)[O-] (centres undefined),-2%,5%,-2%,150%[activator],-4%,-1%,-4%,-3,-13%
CCCc1nnc(NC(=O)CCC(=O)N2CCN(Cc3ccc(F)cc3)CC2)s1,18%,21%,44%[activator],-18%,-6%,1%,-10%,-2,-5%
COc1ccc(/C=C(\NC(=O)c2ccccc2)C(=O)NCc2ccco2)cc1,-8%,60%,-3%,118%[activator],2%,-1%,-11%,-6,-6%
O=C(Nc1nc(-c2cc3ccccc3oc2=O)cs1)c1ccc(Br)o1,-15%,?,-1%,16%,-2%,4%,?,-3,-20%

# As entered above:
# APE1 inh, Cc1nn(Cc2cccc(C(=O)N3CCCC(C)C3)c2)c(C)c1[N+](=O)[O-] (centres undefined) : -2%
# GRP78 ERSR act, Cc1c(Cl)cc(C(C)C)c(O)c1CN1CCOCC1 : -3%
# LDHA inh, COc1ccc(/C=C(\NC(=O)c2ccccc2)C(=O)NCc2ccco2)cc1 : -6
# LDHA inh, O=C(Nc1nc(-c2cc3ccccc3oc2=O)cs1)c1ccc(Br)o1 : -3

# Continued:
SMILES,Pol kappa inh,POLB inh,APE1 inh,POLI inh,GRP78 ERSR act,BLM inh,POLH inh,LDHA inh,Apoferritin bind
C=CCNC(=S)N/N=C/c1ccc(OCc2ccccc2Cl)cc1,0%,1%,5%,18%,0%,-1%,-16%,-7,-8%
O=C(NC1CCCC1)C(c1cccnc1)N(Cc1ccccc1F)C(=O)c1csnn1 (centres undefined),-7%,-17%,2%,48%[activator],-5%,1%,-14%,-18,-6%
CSc1ccc(S(=O)(=O)N(CC(=O)NN=C2CCN(C)CC2)c2ccc(C)cc2)cc1,-19%,4%,-5%,-1%,-4%,-5%,-6%,-6,-11%
Cc1cccc(NC(=O)c2cnn(C)c2)c1C,-8%,12%,3%,22%,-1%,-3%,0%,-7,-4%
CCOc1cc2[nH]c(=S)n(Cc3ccc(C(=O)NCCCN(CC)CC)cc3)c(=O)c2cc1OCC,-24%,2%,-6%,-7%,-3%,-1%,-4%,-2,-5%
COCCN(C(=O)/C=C/c1cccc([N+](=O)[O-])c1)c1c(N)n(Cc2ccccc2)c(=O)[nH]c1=O,-9%,-30%,-1%,21%,0%,-1%,3%,1,1%
CCc1ccc(OCC(=O)NNC(=O)c2cc(S(=O)(=O)N3CCOCC3)ccc2N2CCCC2)cc1,-3%,nt,-15%,-11%,-4%,nt,-15%,-1,nt
COc1ccc(CSC2=NCCN2)cc1Cl,2%,-21%,1%,-27%,4%,-4%,-22%,-14,-10%
O=C(c1cccnc1)N1N=C2CCCCCC2C1(O)C(F)(F)F (centres undefined),-10%,29%,-6%,-11%,-5%,3%,-5%,-6,-17%
CCN1CCN(c2oc(/C=C/c3ccc(OC)c(OC)c3)nc2C#N)CC1,-5%,-2%,nt,0%,-3%,-10%,4%,5&3,158%[activator]
Cc1cc(C(=O)N2CCCc3ccccc32)ccc1[N+](=O)[O-],-13%,40%,3%,28%,-1%,1%,-7%,-2,?
NC(=S)Cc1nc(-c2ccc(Cl)cc2)cs1,-7%,1%,2%,43%[activator],0%,-12%,-13%,-3,-9%

# Three structures already listed, sorted by length of the SMILES, ascending.
SMILES,Pol kappa inh,POLB inh,APE1 inh,POLI inh,GRP78 ERSR act,BLM inh,POLH inh,LDHA inh,Apoferritin bind
O=C(NC1CCCC1)C(c1cccnc1)N(Cc1ccccc1F)C(=O)c1csnn1 (centres undefined),-7%,-17%,2%,48%[activator],-5%,1%,-14%,-18,-6%
CCc1ccc(OCC(=O)NNC(=O)c2cc(S(=O)(=O)N3CCOCC3)ccc2N2CCCC2)cc1,-3%,nt,-15%,-11%,-4%,nt,-15%,-1,nt
COCCN(C(=O)/C=C/c1cccc([N+](=O)[O-])c1)c1c(N)n(Cc2ccccc2)c(=O)[nH]c1=O,-9%,-30%,-1%,21%,0%,-1%,3%,1,1%

# Carrying on.
SMILES,Pol kappa inh,POLB inh,APE1 inh,POLI inh,GRP78 ERSR act,BLM inh,POLH inh,LDHA inh,Apoferritin bind
O=C(N/N=C/c1cccnc1)c1ccc(NC(=O)c2ccc(F)cc2)cc1,6%,9%,7%,100%[activator],2%,0%,-3%,-9,3%
Cc1nn(-c2ccccc2)c(Cl)c1/C=N/NC(=O)c1ccco1,-3%,52%[activator],0%,43%[activator],1%,-1%,6%,-14,-9%
Cc1cccc(-c2onc3ccc(C(=O)/C=C/N(C)C)cc23)c1,11%,-15%,-15%,-26%,0%,0%,-23%,-1,-13%
Cc1c2c(=O)n(-c3nc4ccccc4s3)nc-2cc(O)n1Cc1ccccc1,?,?,?,35µM*,-3%,16µM*,45µM*,0,-13%
O=C(Nc1ccc(N2CCCC2)c(Cl)c1)c1ccc([N+](=O)[O-])o1,-5%,-4%,1%,4%,-5%,-6%,1%,-1,?
COc1ccc(Cl)cc1NC(=O)CNc1ccccc1F,-9%,15%[57.1 µM],1%,-3%,-2%,-1%,-17%,2,?
Cc1nnc(SCC(=O)N/N=C/c2cn(-c3ccccc3)nc2-c2ccccc2)n1-c1ccccc1,-13%,-2%,2%,14%,-1%,7%,-30%,-2,?
CSc1nc2ncc3c(n2n1)CC1c2ccccc2CCN1C3=O (centres undefined),-4%,6%,-5%,8%,-3%,5%,-10%,0,3%
COc1ccccc1CNCc1cc(=O)oc2c(C)c(C)ccc12,-15%,-2%,-8%,4%,-1%,-4%,-19%,-13,-19%
COc1ccc(Cl)cc1NC(=O)N1CC(=O)Nc2sc3c(c2C1c1ccccc1)CCCC3 (centres undefined),-6%,27%,nt,16%,-3%,-1%,-20%,-6,1%
CCOC(=O)c1sc(NC(=O)C2CC=CCC2C(=O)O)nc1C (centres undefined),-6%,45µM*,?,?,-1%,-1%,79µM*,-2,-3%
CCC(Cc1ccccc1)NS(=O)(=O)c1ccc2c(c1)NC(=O)C(C)S2 (centres undefined),-8%,12%,66%[activator],16%,-6%,-9%,-10%,-5,?
O=C(NCCO)C(=O)Nc1cc2c3c(c1)CCN3C(=O)CC2,-6%,1%,25%,-4%,-5%,-1%,-1%,-9,-3%
CCOC(=O)CCN1C(=O)[C@H]2[C@H]3[C@H](O)[C@H](O)C/C(=N/NC(=O)OCc4ccc(OC)cc4)[C@@H]3CC[C@@H]2C1=O,nt,nt,?,nt,-4%,1%[12.4 µM],nt,nt,-7%[15.3 µM]
O=C(NC1CC1)C1CCN(C2CCN(C(=O)/C=C/c3ccc(F)cc3)CC2)CC1,2%,5%,3%,17%,-6%,1%,-19%,-3,-7%
CCc1ccc2oc(-c3cc(NC(=O)c4cccs4)ccc3Cl)nc2c1,1%,27%,nt,17%,-1%,-14%,-10%,1,-13%
CCn1c(C)c(C2=CCN(S(=O)(=O)c3ccccc3)CC2)c2ccccc21,-12%,-11%,-10%,-5%,-5%,-6%,-21%,6,-5%
COc1ccc(NC(=O)CO/N=C2/CCCc3nonc32)c(OC)c1,-17%,1%,1%,173%[activator],2%,0%,9%,-3,-18%
Cc1ccccc1Nc1nc(N)nc(CSc2nnnn2-c2ccccc2)n1,-6%,-14%,-12%,14%,-1%,-5%,5%,4,?

# Retrieved one by one from the list above (two):
SMILES,Pol kappa inh,POLB inh,APE1 inh,POLI inh,GRP78 ERSR act,BLM inh,POLH inh,LDHA inh,Apoferritin bind
COc1ccc(NC(=O)CO/N=C2/CCCc3nonc32)c(OC)c1,-17%,1%,1%,173%[activator],2%,0%,9%,-3,-18%
CCn1c(C)c(C2=CCN(S(=O)(=O)c3ccccc3)CC2)c2ccccc21,-12%,-11%,-10%,-5%,-5%,-6%,-21%,6,-5%
